# Rad51 HR inh = Rad51 (human) homologous recombination inhibition | Q06609 | hRad51 DNA strand exchange, fluorescence dequenching | inhibition, % at 10 µM | 0.085% of 200,000 active;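 active means inhibition above 40% at the single screening dose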;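 further: 0% = DMSO control wells and 100% = blanks with heterologous ssDNA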
#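 Material: human Rad51–ssDNA filaments; Probe or stimulus: labelled 47-mer dsDNA for strand exchange; Doses: single 10 µM dose; Incubation: 37 °C 15-min filament assembly, 30-min compound preincubation, 15-min exchange; Technique: FRET fluorescence dequenching, excitation 485 nm, emission 520 nm; Measure: Fluorescence-based percent inhibition, control- and blank-normalised; Benchmarks: plate control and blank wells.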
# eIF4E 4G PPI = inhibitors of eIF4E and eIF4G interaction in translation initiation | 0.37% of 220,000 active | P63073+Q04637 | TR-FRET eIF4E-eIF4GI(517-606) binding, 2 h | inhibition, % at 21.7 µM | AID 782;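 active means inhibition above about 30%, limit read from the data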;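 further: 0% = full FRET control wells and 100% = background wells lacking eIF4GI fragment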
# TNF death inh = TNF-alpha cell death inhibition in Jurkat FADD-/- cells | Jurkat FADD-/- TNF necroptosis rescue, ATP luminescence, 24 h; 0 = TNF only, 100 = no-TNF cells | activation (protection from cell death), % at 10 µM | 0.068% of 220,000 active;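 active means activation, meaning protection from cell death, of at least 50% relative to plate controls; inactive means activation below 50%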;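 further: necroptosis triggered by 40 ng/mL TNF-alpha added together with compound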
# m-calpain inh = blocks pig calpain II enzyme activity; purified calpain II, fluorogenic peptide substrate, 30 min; inhibition, % at 16 µM; 0.37% of 220,000 active;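 active means inhibition above about 50%, limit read from the data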
# Mdm2 ligase inh = inhibitors of human Mdm2 E3 ubiquitin ligase. Q00987. cell-based MDM2 ubiquitination luciferase reporter, 2 h; 0 = plate control, 100 = twice control, blank-subtracted. signal enhancement, % at 5 µM. 0.11% of 210,000 active. AID 1230;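 active means signal enhancement of 30% or more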;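 further: luminescence tracks abundance of the self-degrading MDM2-luciferase fusion protein; higher signal means inhibition of MDM2 E3 ligase activity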
#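 Material: stable MDM2–luciferase fusion reporter cells / Quantity: 2000 cells/well / Dosing: single 5 µM compound dose, 0.2% final DMSO / Buffer or medium: DMEM / Schedule: 4 h cell settling then 2 h compound exposure, 37 °C / Detection: luminescence with SteadyLite reagent, 15 min at room temperature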
# PERK inhibitor = human PERK inhibition, primary cell-based screen; Q9NZJ5; CHO PERK-DD fusion, SEAP luminescence translation reporter; inhibition, % at 5.6 µM; 0.17% of 220,000 active; AID 1416;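 active means inhibition above the mean inhibition of all tested compounds plus 3 SD, set separately per screening campaign, cut at about 2.9% in these data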;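 further: PERK kinase domain activated by AP20187 dimerizer at 100 nM; 0% = DMSO with dimerizer and 100% = rapamycin at 8.4 µM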
# zVAD death inh = L929 zVAD cell death inhibition | 0.38% of 220,000 active | AID 1377 | viability rescue, % at 10 µM | L929 zVAD necroptosis rescue, ATP luminescence, 24 h; with zVAD 60 µM;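 active means activation, scaled between plate controls, above about 75%, limit read from the data; inactive means activation under that limit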;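 further: 0% = zVAD with DMSO and 100% = DMSO alone without zVAD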
# EBV gp42 inh = blocks Epstein-Barr virus glycoprotein 42 binding. Q1HVG2. Fluorescence polarization binding assay, mP read-out. inhibition, % (tested at 21.74 µM). 0.42% of 220,000 active. AID 1085; in the data active means inhibition above about 50%
# KCC2 mod = KCC2 (human) Cl- transport modulation; Q9H2X9; KCC2 cells, thallium flux FluoZin-2 fluorescence; B-score of Tl+ flux slope (higher = more flux/activation; lower = inhibition) at 10 µM; 2.2% of 190,000 active;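 active means thallium flux slope and its plate-corrected score both differing from the plate sample mean at a set confidence after two filtering rounds, in either direction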;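 further: slope of fluorescence scaled to starting intensity during 10 to 20 s after thallium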
# Target sequence (Q9H2X9 whole entry, looked up): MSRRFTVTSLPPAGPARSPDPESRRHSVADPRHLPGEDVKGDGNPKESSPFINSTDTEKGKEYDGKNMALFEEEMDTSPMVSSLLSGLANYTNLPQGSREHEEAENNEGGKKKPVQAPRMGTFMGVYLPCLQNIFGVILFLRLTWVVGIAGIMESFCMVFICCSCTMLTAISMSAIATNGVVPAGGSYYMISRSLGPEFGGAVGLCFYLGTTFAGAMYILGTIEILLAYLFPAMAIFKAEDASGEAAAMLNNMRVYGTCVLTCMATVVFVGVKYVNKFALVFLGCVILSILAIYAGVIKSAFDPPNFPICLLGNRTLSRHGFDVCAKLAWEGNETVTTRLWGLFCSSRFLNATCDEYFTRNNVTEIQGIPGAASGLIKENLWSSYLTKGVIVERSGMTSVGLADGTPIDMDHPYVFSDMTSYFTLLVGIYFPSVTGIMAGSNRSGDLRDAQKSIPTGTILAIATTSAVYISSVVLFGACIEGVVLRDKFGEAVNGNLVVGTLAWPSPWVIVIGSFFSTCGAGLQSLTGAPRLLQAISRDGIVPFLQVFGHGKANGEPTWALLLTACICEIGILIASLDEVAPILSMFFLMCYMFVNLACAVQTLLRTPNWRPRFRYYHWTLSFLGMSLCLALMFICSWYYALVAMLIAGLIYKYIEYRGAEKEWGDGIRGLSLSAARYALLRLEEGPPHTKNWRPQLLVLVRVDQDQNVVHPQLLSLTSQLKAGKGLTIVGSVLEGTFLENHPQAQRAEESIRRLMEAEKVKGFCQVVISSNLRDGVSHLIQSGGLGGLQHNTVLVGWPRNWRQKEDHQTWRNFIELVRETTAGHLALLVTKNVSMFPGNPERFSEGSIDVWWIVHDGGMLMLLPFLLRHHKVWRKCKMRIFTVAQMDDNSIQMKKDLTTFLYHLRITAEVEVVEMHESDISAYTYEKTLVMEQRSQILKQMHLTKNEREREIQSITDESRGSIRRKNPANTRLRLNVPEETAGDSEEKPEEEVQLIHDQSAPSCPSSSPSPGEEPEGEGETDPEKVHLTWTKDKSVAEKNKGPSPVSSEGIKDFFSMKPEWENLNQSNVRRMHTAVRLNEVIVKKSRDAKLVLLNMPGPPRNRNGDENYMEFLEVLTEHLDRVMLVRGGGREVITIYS
# * marks the source's active call; other numbers are inactive results; x = no result given; [ ] = another dose, or the depositor's remark. Random draw from the library; 3.6% or so of the library scored in one or more.
SMILES,Rad51 HR inh,eIF4E 4G PPI,TNF death inh,m-calpain inh,Mdm2 ligase inh,PERK inhibitor,zVAD death inh,EBV gp42 inh,KCC2 mod
Cc1cc(NC(=O)c2cc3n(n2)C(C(F)(F)F)CC(c2ccco2)N3)no1 (stereo unspecified),-15.2,0.3,1.2,-6.2,-12.6,0.9,2.1,-2.6,0.256
Nc1nc(COc2ccc(F)cc2)nc(N2CCCCC2)n1,x,1.2,0.9,9.3,-12.4,-0.2,0.0,-2.3,0.764
CCOc1ccc(S(=O)(=O)N(C)c2ccc(OCC(=O)Nc3nc4ccccc4s3)cc2)cc1,-8.3,-3.3,-3.9,-31.0,-20.0,0.9,2.4,-14.9,0.0369
COc1ccc(CSc2nncn2N)cc1Br,x,4.0,0.0,-43.8,-17.1,1.8,0.7,-15.6,1.27
CCc1ccc(Oc2nc([N+](=O)[O-])nn2C)cc1,x,3.0,4.6,-6.5,-5.5,-0.2,0.8,-4.9,0.0361
CS(=O)(=O)N(Cc1ccco1)CC(O)Cn1cc(C=O)c2ccccc21 (stereo unspecified),-5.6,0.5,-0.8,-8.5,-7.2,-0.6,-0.5,-11.7,0.549
COc1ccc(CNc2cc(NCCCO)c([N+](=O)[O-])c3nonc23)cc1,5.0,-5.8,-2.9,41.4,-7.7,-0.6,1.1,-3.0,-0.578
CCOC(=O)CSc1ccc2ccccc2n1,0.0,1.1,2.4,0.8,-5.9,0.8,4.5,-0.2,-0.973
O=S(=O)(Nc1ncnc2sc3c(c12)CCC3)c1ccc2ccccc2c1,-5.0,0.8,1.8,-26.9,-14.6,0.0,0.1,0.1,-3.1*
CS(=O)(=O)N1CCC(C(=O)c2cccc(Cl)c2)CC1,0.7,5.5,-1.2,10.2,-19.5,2.0,-0.4,-11.2,x
CCOc1ccc(NC(=O)CSc2nnc(C)n2CCCOC)cc1,5.2,4.8[fluorescence artefact?],0.7,-37.6,-7.9,-0.8,0.3,-3.4,0.0921
COc1ccc(C(=O)CSc2cc(C)nc(SCC(=O)c3ccc(C)cc3)n2)cc1,-2.8,-1.4[fluorescence artefact?],-1.5,-12.4,-0.4,-0.2,-0.1,-17.4,-1.26
Cc1cc(C(=O)CCl)c(C)n1CCc1ccc(F)cc1,-1.1,1.3,-0.4,6.1,-33.9,0.4,-1.0,-13.0,-0.531
COC(=O)c1ccccc1NC(=O)N1CCN(c2ccccc2)CC1,19.7,-0.1,-0.7,10.7,-24.7,-0.2,0.3,1.0,-0.697
CC(=O)Nc1nonc1-c1nc2ccccc2n1Cc1ccccc1,-4.3,6.5,-9.2,-35.2,-7.4,-0.5,-0.3,-13.5,x
COCC(=O)N(Cc1cc2ccccc2[nH]c1=O)c1ccccc1OC,-4.8,6.5,0.9,-6.6,-14.2,1.5,0.6,-19.9,x
CC(C)c1ccc(NC(=O)N2CCN(S(=O)(=O)c3ccccc3)CC2)cc1,-2.3,-1.9,-0.3,-2.8,-13.2,0.8,6.5,-0.5,-0.516
COc1cccc(C(=O)N2CCN(Cc3ccco3)CC2)c1OC,10.3,x,-0.9,-47.2,-10.1,0.9,0.1,-7.9,0.209
Cc1cc(C(F)F)n2nc(C(=O)Nc3ccc(S(=O)(=O)N4CCCC4)cc3)nc2n1,2.0,7.8,-0.6,20.2,-19.6,0.4,0.5,8.4,-0.894
C1CCC(n2nnnc2CN2CCN(C3CCCC3)CC2)CC1,6.1,-0.7,-1.6,-8.1,-3.7,-0.3,-0.6,-10.8,0.65
CC(C)(C)n1nnnc1C(c1cccc(C#N)c1)N1CCN2CCCC2C1 (stereo unspecified),-3.2,3.1,-2.9,-14.0,-4.1,-0.4,-0.2,-16.8,x
CC1CCc2c(sc(NC(=O)c3ccccc3C(=O)O)c2C#N)C1 (stereo unspecified),0.6,1.4,-0.1,-0.6,-1.3,0.7,5.3,9.4,x
COCCN(CC(=O)Nc1ccccc1)S(=O)(=O)c1ccc(S(=O)(=O)N2CCCC2)cc1,4.0,-6.5,-2.8,8.8,-7.7,1.2,0.2,5.5,-0.911
CCc1ccc[n+](-c2[nH]c(=O)sc2/C=N/N=C(\[O-])CCn2c3ccccc3c3ccccc32)c1,x,1.5,0.3,-7.7,-1.7,-1.1,0.3,27.4,1.53
Cc1ccccc1N/C=C/C(=C(C#N)C#N)N(C)C,-0.1,3.3,-0.6,21.3,-6.4,1.1,0.0,-20.4,x
COCCOC(=O)C1=C(C)NC(=O)NC1c1ccco1 (stereo unspecified),7.3,2.1,2.8,-9.2,-5.4,-0.1,-0.2,-15.5,x
CN(C)CCN1C(=O)c2oc3ccc(F)cc3c(=O)c2C1c1ccncc1 (stereo unspecified),2.5,1.2,0.5,0.7,-12.6,0.6,0.9,-14.1,1.76
Cc1ccc(C(=O)CC2(O)C(=O)N(CN3CCOCC3)c3ccccc32)cc1 (stereo unspecified),-9.9,-6.3,-0.5,-19.8,-9.1,1.5,0.1,-6.3,x
COc1ccccc1NS(=O)(=O)c1ccc(O)c(C(N)=O)c1,-0.6,-2.8,-0.5,-23.7,11.2,1.1,0.1,-18.0,x
O=C(NC(=S)NCC1CCCO1)c1ccc(Br)o1 (stereo unspecified),-2.1,-0.6,-0.5,46.2,-5.5,0.7,2.1,-4.0,50.7*
CCc1ccc(CCC(=O)Nc2sc(C)c(C)c2C(=O)OC)o1,0.6,-1.7,1.7,-30.0,-12.6,-0.4,1.7,-6.7,0.981
OCCN1CCN(CC#CCC(c2ccccc2)c2ccccc2)CC1,14.1,9.8,0.3,-14.2,-5.9,0.1,-0.4,-14.6,-0.674
CCc1ccc(-c2nc(C)c(CCO)c(=O)[nH]2)cc1,x,3.2,-0.5,-4.3,-26.4,1.9,0.1,-4.8,0.536
O=C(Cn1nc(-c2ccc(Cl)cc2)ccc1=O)NCCCN1CCN(Cc2ccccc2)CC1,x,-0.7,-2.9,-6.7,-7.4,-0.1,-1.4,-11.6,-0.121
Cn1c(=O)c2ncn(CC(=O)NCCOc3ccc(C(C)(C)C)cc3)c2n(C)c1=O,-5.8,-2.4,-0.2,-52.1,12.4,-0.9,0.0,-110.2,x
CCOc1ccc2[nH]c(=O)c(C(c3nnnn3Cc3ccco3)N3CCN(C)CC3)cc2c1 (stereo unspecified),2.7,-1.6,-0.5,-240.0,-12.7,0.2,0.9,1.5,-0.0141
OC(CNCCc1ccc(Cl)cc1)COCc1ccco1 (stereo unspecified),-7.3,13.3,1.6,-45.1,-10.0,0.9,0.5,-4.6,x
CCN(CC)C(=O)CSc1nc2ccccc2c(=O)n1CC1CCCCC1,-0.3,5.9,4.1,23.8,0.5,-0.6,0.9,-19.6,-2.69
CCN1C(=O)N(S(=O)(=O)c2ccc(C)cc2)[C@@H](c2ccccc2)C(C(=O)OC)=C1C,x,-3.5,-1.0,22.8,7.8,x,-0.2,0.7,-0.871
Cc1cc(C)cc(OCC(=O)Nc2ccc3c4c(cccc24)CC3)c1,-4.3,-6.8[fluorescence artefact?],-0.9,-18.1,-37.5,0.8,0.1,-7.3,-0.383
COc1ccc(C2OC(=O)CC2C(=O)NCc2ccc(Cl)cc2)cc1OC (stereo unspecified),-1.5,0.5,1.3,12.2,-20.2,0.3,-0.9,-11.8,-0.0243
CCN(CC(=O)NC1CCS(=O)(=O)C1)S(=O)(=O)c1ccc2ccccc2c1 (stereo unspecified),7.0,9.5,0.8,-10.2,-5.4,-0.1,0.2,17.9,0.133
COC(=O)CCCC1=CC2=CC(=O)C(C)(OC(=O)c3cccs3)C(=O)C2=CN1C1CCCCC1 (stereo unspecified),-4.3,-0.4,1.2,27.9,-18.7,x,0.4,-1.1,0.161
CCOc1ccc(/C(O)=C2/C(=O)C(=O)N(c3nc(C)c(C)s3)C2c2ccco2)cc1 (stereo unspecified),0.4,6.0,-0.2,-193.0,-7.1,2.9,-0.5,-1.2,-0.95
CCOC(=O)C1=C(CSc2nc(C)cc(C)c2C#N)OC(N)=C(C#N)C1c1cccs1 (stereo unspecified),-4.7,0.8,-0.7,-13.1,-11.3,0.6,-0.2,-15.6,-0.349

# Some of the entries so far, tab-delimited.
SMILES	Rad51 HR inh	eIF4E 4G PPI	TNF death inh	m-calpain inh	Mdm2 ligase inh	PERK inhibitor	zVAD death inh	EBV gp42 inh	KCC2 mod
CCN1C(=O)N(S(=O)(=O)c2ccc(C)cc2)[C@@H](c2ccccc2)C(C(=O)OC)=C1C	x	-3.5	-1.0	22.8	7.8	x	-0.2	0.7	-0.871
Cc1cc(C)cc(OCC(=O)Nc2ccc3c4c(cccc24)CC3)c1	-4.3	-6.8[fluorescence artefact?]	-0.9	-18.1	-37.5	0.8	0.1	-7.3	-0.383
COc1ccc(C2OC(=O)CC2C(=O)NCc2ccc(Cl)cc2)cc1OC (stereo unspecified)	-1.5	0.5	1.3	12.2	-20.2	0.3	-0.9	-11.8	-0.0243

# More records follow.
SMILES,Rad51 HR inh,eIF4E 4G PPI,TNF death inh,m-calpain inh,Mdm2 ligase inh,PERK inhibitor,zVAD death inh,EBV gp42 inh,KCC2 mod
FC(F)(F)C(Oc1nc(Nc2ccc(Cl)cc2)nc(N2CCOCC2)n1)C(F)(F)F,7.8,3.3,1.5,-21.1,-3.9,1.9,1.5,-9.2,-1.11
CCCC(=O)Nc1nc2ccc3nc(C)sc3c2s1,-6.0,-2.6[fluorescence artefact?],4.6,-21.2,-18.6,-0.8,91.1*,-24.2,x
Cc1ccccc1S(=O)(=O)Cc1ccc(C(=O)N2CCN(C3CCCCC3)CC2)o1,-4.2,6.2,0.6,2.3,-23.0,-0.2,0.8,-1.9,-0.0349
CCCNC(=O)c1cc(-c2ccc(Br)cc2)on1,x,14.5,-0.3,-30.6,-16.5,0.7,0.0,-15.5,-0.653
COC(=O)C/C=C/[C@@H](C)[C@@H](/C=N/O[C@H](C)c1cn([C@@H]2COC[C@H]2O)nn1)NS(=O)(=O)c1ccc(C)cc1,x,1.6,0.1,-12.1,x,-0.1,2.7,0.9,0.379
Cc1ccc(/C=C/C(=O)NCCCn2ccnc2)cc1,12.2,4.4,-0.2,-31.2,-7.7,0.7,0.0,-1.9,0.299
COc1ccc(CNC(=O)COc2ccc(C)nc2[N+](=O)[O-])cc1,4.1,-4.9,0.6,25.8,-10.8,0.3,0.7,-8.0,1.22
COc1ccc(OCC(O)CNC(=O)Nc2cc(C)cc(C)c2)cc1 (stereo unspecified),4.2,-2.0,2.5,-8.3,-8.1,0.6,34.4,-12.6,0.0771
COc1ccccc1Cn1c(=S)[nH]c2cc(C(=O)N3CCN(C)CC3)ccc2c1=O,4.5,7.7,0.3,-4.3,-17.9,-0.5,0.2,12.2,x
CNc1c([N+](=O)[O-])cnn1-c1ccc(C)cc1,-1.5,-6.4,-1.6,1.5,-6.1,-0.1,0.2,-13.8,-0.279
C=CCNC(=O)c1snnc1-c1ccccc1,0.6,x,0.3,-38.3,-3.9,0.5,2.6,-17.3,0.163
Nn1c(COc2ccc(Cl)cc2)nc2ccccc2c1=O,-6.0,4.9,-0.3,-5.0,-4.3,0.3,1.2,-20.5,0.0104
CC1CCN(S(=O)(=O)c2ccc(S(=O)(=O)N3CCC4(CC3)OCCO4)cc2)CC1,-45.2,17.6,0.9,-12.3,1.9,0.5,0.1,-24.4,-0.467
Cc1nn(CC(=O)NCc2ccccc2)c(C)c1[N+](=O)[O-],-8.3,-6.5,0.3,-11.9,-2.5,1.6,-0.1,-3.2,0.908

# From PubChem
